Assay outcomes as filed in PubChem.
CXXC DNA block = blocks binding of human MLL CXXC domain to DNA | Q03164 | MLL-CXXC / FITC-HOXA9 DNA fluorescence polarization | Potency, µM (top dose mostly 115 µM), without a hit: at the top dose activity change, negative = inhibition, hits mostly inhibitors | 290,000 compounds, 0.037% hits | AID 2662; active means well fitted inhibition curve with a large enough effect in the polarisation, with a control signal flat, not every such curve was filed as active; inconclusive means small, poorly fitted or top-dose-only effect, or effect the other way, or a change in a side signal; inactive means no such curve, though single readings can be large or run the other way; the % refers to the polarisation; further: potency means the concentration at half of the fitted maximal effect
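Steps: dispense CXXC domain solution (7 uM) → pin compounds or unlabeled HOX-A9 DNA control → 5 min ambient → add FLSN-HOX-A9 solution (50 nM) → spin → 30 min ambient → fluorescence polarization. Tris pH 7.5/NaCl/DTT/BSA buffer.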
TRPV1 agonist = activates the human vanilloid receptor TRPV1 | 320,000 compounds, 0.19% hits | TRPV1-expressing cells, Fluo-8 calcium influx, agonist mode | activation, % at 8.33 µM | AID 540275; in the data active means activation above about 80%; inconclusive means between about 30% and that limit; further: 0% is about no effect
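TRPV1-expressing cells were cultured overnight at 35.5C and loaded with Fluo-8 calcium dye for 40 to 90 min at room temperature. After a 10 s baseline, compound was added and calcium influx was read kinetically for 3 min (ex 480/em 520 nm).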
ELG1 DNA repair = inhibitors of ELG1-dependent DNA repair in HEK293T cells. 330,000 compounds, 2.3% hits. AID 504467. HEK293T ELG1-luciferase reporter, luminescence, 16 h; DNA damage induced by 5-fluorouridine. Potency, µM (titrated, usually from 46.1 µM), inactives show at the top dose activity change, negative = inhibition, usual class: inhibitors; further: potency means the concentration at half of the fitted maximal effect; on the % scale 0 is the no-effect control and ±100 the full control effect; nearly all actives have a fitted effect of over 55% in size
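Luminescence from the luciferase reporter, measured 30 min after ONE-Glo reagent at room temperature, was the read-out. Beforehand, 2,000 cells per well were exposed for 16 hr at 37 °C to 5-fluorouridine together with compound or vehicle.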
B2AR arrestin = agonists driving beta-arrestin recruitment to human beta2-adrenergic receptor; P07550; beta-arrestin recruitment to beta2AR, cell-based reporter; Potency, µM (series often up to 46.1 µM), inactives show at the highest dose activation, actives largely listed as activators; 330,000 compounds, 0.02% hits; AID 492947;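 further: potency means the concentration at half of the fitted maximal effect; 0% = DMSO controls and full agonism = EC100 isoproterenol or metaproterenol; nearly all actives have a fitted effect of over 65% in size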
Target sequence (P07550 whole entry, looked up): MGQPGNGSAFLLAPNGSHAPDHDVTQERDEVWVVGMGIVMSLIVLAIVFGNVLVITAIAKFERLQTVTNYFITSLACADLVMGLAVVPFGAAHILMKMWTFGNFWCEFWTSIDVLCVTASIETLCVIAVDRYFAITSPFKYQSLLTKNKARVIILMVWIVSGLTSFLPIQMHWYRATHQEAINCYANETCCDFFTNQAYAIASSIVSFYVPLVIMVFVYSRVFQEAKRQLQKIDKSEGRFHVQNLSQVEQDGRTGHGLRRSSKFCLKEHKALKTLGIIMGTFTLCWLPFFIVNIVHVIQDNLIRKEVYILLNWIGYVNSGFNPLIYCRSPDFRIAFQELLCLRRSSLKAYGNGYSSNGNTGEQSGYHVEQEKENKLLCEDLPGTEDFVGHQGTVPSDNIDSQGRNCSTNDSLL
BRCA1 expr act = BRCA1 expression activation | MCF7-BRCA1-FFLuc reporter, luminescence, 48 h; response scale: scaled: vehicle 0%, 10 µM genistein 100% | 380,000 compounds, 1.1% hits | Potency, µM (series often up to 46.1 µM), for the others: at the highest dose activation, hits mostly activators; further: potency means the concentration at half of the fitted maximal effect; nearly all actives have a fitted effect of over 80% in size; some results filed as inactive show a strong effect at the top dose
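Using MCF7 cells harboring a BRCA1 firefly luciferase reporter, plated 2 h before compound pinning, the screen measured luminescence after 48 h incubation. Responses were normalized to DMSO and 10 microM genistein, then fitted for concentration-effect.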
TSG101-PTAP inh = blocks PTAP/TSG101 interaction to inhibit HIV-1 budding | AID 493005 | Potency, µM (titrated, usually from 115 µM), for inactives: top-dose activity change, negative = inhibition, hits mostly inhibitors | Fluorescence polarization, FITC-PTAP peptide / Tsg101 binding | 340,000 tested, under 10 active | Q99816; active means well fitted inhibition curve with a large enough effect in the main read-out, with a control signal flat, not every such curve was filed as active; inconclusive means small, poorly fitted or top-dose-only effect, or effect the other way, or a change in a side signal; inactive means no such curve, though single readings can be large or run the other way; further: potency means the concentration at half of the fitted maximal effect; % of control where 0% means no effect
Target sequence (Q99816 whole entry, looked up): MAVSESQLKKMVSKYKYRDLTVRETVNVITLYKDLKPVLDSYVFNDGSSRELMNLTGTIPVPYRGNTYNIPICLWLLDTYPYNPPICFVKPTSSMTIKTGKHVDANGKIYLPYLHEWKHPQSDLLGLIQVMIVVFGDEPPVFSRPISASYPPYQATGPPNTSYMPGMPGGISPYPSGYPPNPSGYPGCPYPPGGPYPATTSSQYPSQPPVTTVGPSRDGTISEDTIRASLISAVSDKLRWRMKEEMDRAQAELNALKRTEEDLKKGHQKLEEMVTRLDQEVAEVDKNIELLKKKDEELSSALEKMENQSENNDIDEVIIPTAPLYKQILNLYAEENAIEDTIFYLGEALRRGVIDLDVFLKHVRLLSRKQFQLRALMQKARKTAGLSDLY
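Steps: Tsg101 binding domain dispensed (10 uM final), compounds pinned in DMSO, FITC-labeled PTAP-motif peptide added (50 nM final); after 20 min binding at room temperature, polarization measured.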
TCR activator = activators of T cell receptors; primary human leukocytes, anti-CD3, IL-2 HTRF, 48 h; Potency, µM (doses to about 9.22 µM), inactives show top-dose activation of IL-2 secretion, usual class: activators; 330,000 tested, under 10 active; AID 504894; further: % of control where 0% means no effect
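IL-2 release read by HTRF sandwich (Eu cryptate donor, d2 acceptor, 665 nm emission) after 48 hr exposure of primary human leukocytes to compound together with anti-CD3 beads in the absence of co-stimulatory signals.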
a7 integrin act = activates integrin-mediated alleviation for muscular dystrophy. alpha7betagal myoblasts, beta-gal FDG fluorescence, 48 h. Potency, µM (doses to about 38.3 µM), without a hit: at the highest dose activation, hits mostly activators. 350,000 compounds, 0.064% hits. AID 624291;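 further: potency means the concentration at half of the fitted maximal effect; 100% = response of the positive control SU9516; nearly all actives have a fitted effect of over 60% in size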
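Alpha7betagal+/- myoblasts (passage 13) were plated 16-24 hr, then exposed to compounds (1:260 dilution of DMSO stock) for 48 hours at 37C. After MPER lysis, β-galactosidase reporter activity was read as FDG fluorescence (ex 480/em 540) after 30 minutes.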
AT treatment = potential ataxia-telangiectasia treatment; […] A-T fibroblasts, KAP-1 phosphorylation AlphaLISA; neocarzinostatin DNA damage 30 min before lysis; Potency, µM (series often up to 57.5 µM), inactives show at the highest dose activation, usual class: activators; 320,000 compounds, 0.19% hits; AID 485349; further: potency means the concentration at half of the fitted maximal effect; % of control where 0% means no effect; nearly all actives have a fitted effect of over 45% in size
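ATM-like activity read as KAP-1 phosphorylation via AlphaLISA donor/acceptor antibody pairs after lysis and 6 hr at 25C. Cells were ATM-null patient fibroblasts ([…], hTERT), dosed 60 min, then exposed to the DSB inducer NCS for 30 min.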
p53 reactivator = re-activators of mutant p53. Potency, µM (series often up to 92.2 µM), without a hit: at the top dose activity change, positive = activation, actives largely listed as activators. 320,000 compounds, 0.063% hits. AID 504706. H1299 p53-A138V BP100-luciferase reporter, luminescence, 24 h; further: potency means the concentration at half of the fitted maximal effect; % of control where 0% means no effect; nearly all actives have a fitted effect of over 45% in size
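p53-null H1299 cells stably carrying temperature-sensitive p53-A138V and a BP100-luciferase reporter were pinned with compounds (4-point, 1:5 series) and held 24 hrs at 37 deg C. Luminescence was read 10 min after detection reagent.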
Starred values were filed as active, the others as inactive; u = inconclusive; x = no result given; [ ] = remark or other dose. Unless noted, the call rests on the fitted dose curve; in most records, active means well fitted curve in the direction sought with a large enough effect; inconclusive means small, poorly fitted or top-dose-only effect, or another doubt; inactive means no such curve, though single readings can be large; an effect the other way counts as inactive or inconclusive.

SMILES	CXXC DNA block	TRPV1 agonist	ELG1 DNA repair	B2AR arrestin	BRCA1 expr act	TSG101-PTAP inh	TCR activator	a7 integrin act	AT treatment	p53 reactivator
Cc1[nH]c(=O)[nH]c(=O)c1S(=O)(=O)N1CCCC(C(=O)N2CCN(c3ccccc3Cl)CC2)C1 (stereo not given)	4%	-1	1%	-0.1%	-9%	-5%	-3%	18%	1%	-2%
CCn1cc(Cl)c(C(=O)N2N=C3/C(=C/c4cccs4)CCCC3C2c2cccs2)n1 (stereo not given)	0%	8	u	12%	-89%[inhibitor]	5%	-2%[46.1 µM]	-13%[7.66 µM]	-1%	-12%
CC(C)c1nnc(SCC(=O)NCCC2=CCCCC2)n1N	4%	-1	1%	-0.2%	-5%	-5%	8%	4%[7.66 µM]	-1%	2%
CCn1cc(C(=O)Nc2ccc(F)c(F)c2)cn1	6%	25	u	-0.6%	u	1%	-1%[46.1 µM]	6%	-3%	u
Cc1cccc(-c2c3c(=O)n(C)c(=O)n(C)c3cn2CCO)c1	-5%	-2	4%	-0.6%	5%	-3%	-6%	-19%	6%	4%
CCOC(=O)Cn1nc(Cc2ccccc2)c2ccccc2c1=O	-5%	6	15%	-0.2%	0%	-10%	7%	-3%	23%	-2%
COc1cc(OC)cc(C(=O)Nc2ncn[nH]2)c1	x	-2	15%	0.0%	0%	-2%	-8%	-14%	8%	4%
O=C(CSc1nc(N2CCCCC2)nc(N2CCCCC2)n1)Nc1nccs1	6%	0	-3%	-0.1%	-38%	-1%	0%	3%	6%	-1%
CC1(C2CC2)NC(=O)N(CC(=O)Nc2ccc(C(F)(F)F)cc2)C1=O (stereo not given)	x	10	0%	0.1%	7%	-7%	-3%	19%	-1%	-2%
COc1cccc(NC(=O)c2ccccc2F)c1	x	-3	u	-0.4%	7.9µM*	-1%	-4%	31%	x	25%
CSc1ccccc1NC(=O)CN(C)CC(=O)Nc1cc(C)ccc1C	-2%	8	u	0.0%	-5%	-2%	3%[46.1 µM]	-24%	-2%	18%
COC(=O)c1ccc(CSc2n[nH]c(=S)s2)o1	-4%	0	0%	-0.1%	10%	-3%	0%	-6%	-2%	3%
C=CCNC(=S)NNC(=O)c1csc(C)c1CC	2%	-3	10%	0.1%	-1%	-4%	-5%	1%[7.66 µM]	2%	-3%
Cc1cc2c(C)nc(Cc3ccccc3)nc2o1	-5%	1	18µM*	0.2%	16%	-4%	9%	19%	19%	-4%
C#CCSc1[nH]c(=O)cc(C)c1C#N	4%	-4	17%	0.0%	-3%	-1%	-7%	32%	4%	3%
Cc1cccc(NC(=O)NNS(=O)(=O)c2ccc(F)cc2)c1	5%	3	-5%	0.1%	-19%	-5%	2%[46.1 µM]	5%	-2%	9%
CCOc1ccc(Br)cc1S(=O)(=O)Nc1cccc(S(=O)(=O)N(C)c2ccccc2)c1	14%	9	-7%	1.3%	-16%	0%	1%[46.1 µM]	-3%	-8%	9%
CCN(CC)CCN1C(=O)C(O)=C(C(C)=O)C1c1ccc(OC)c(OC)c1 (stereo not given)	-12%	1	-18%	3.3%	-21%	0%	3%	-10%	-5%	13%
O=C(c1cc2c(s1)CCCC2)N1CCN(CCO)CC1	x	x	3%	-0.1%	2%	-3%	10%	-23%	-13%	1%
COC(=O)c1cc(-c2ccc(Br)cc2)n[nH]1	9%	6	u	0.8%	16%	-1%	-17%	-12%	3%	11%
COc1ccc(SCCN2CC[C@@H](NC(=O)OCc3ccccc3)CCC2=O)cc1	x	11	u	-0.1%	-13%	-1%	8%	10%	10%	-12%
COc1ccc(CC(=O)N2CCN(C(=O)c3ccco3)CC2)cc1	4%	-2	8%	-0.3%	0%	-9%	-10%	-18%	-2%	11%
O=C(Cc1ccc(F)cc1)Nc1c(C(=O)N2CCN(c3ncccn3)CC2)oc2ccccc12	-2%	14	-4%	-0.1%	1%	-5%	-5%	9%	1%	-6%
COc1cc(/C=N/N=C(\N)c2nonc2N)cc(OC)c1O	-4%	-2	u	-0.7%	-1%	-5%	4%	8%	-5%	7%
COC(=O)c1ccccc1S(=O)(=O)N1CCC(C(=O)OCC(=O)NCC(F)(F)F)CC1	-3%	0	-4%	4.9%	10%	-6%	-3%	36%	0%	2%
O=C(CCc1nnc2ccc(NCc3ccco3)nn12)N1CCN(c2ccccc2F)CC1	7%	2	-11%	0.4%	4%	-3%	-1%	0%	-1%	-3%
CCOC(=O)N1CCN(CC(=O)n2c(C)c(C)c3ccccc32)CC1	-13%	6	2%	0.1%	-22%	-6%	x	-45%[inhibitor]	5%	-5%
CC(Oc1cc2oc(=O)c3c(c2cc1Cl)CCC3)C(=O)NCC1CCC(C(=O)O)CC1 (stereo not given)	-8%	-1	u	-0.1%	7%	-3%	6%	14%	8%	-4%
CCOc1ccc(C2=Nn3c(nnc3-c3cccnc3)SC2)cc1	2%	10	u	-0.5%	4%	-6%	-4%	0%	8%	-4%
Cn1c(N)c(C(=O)CSc2nn(-c3ccccc3)c(=S)s2)c(=O)n(C)c1=O	x	1	u	-0.1%	-47%	-3%	-6%	-16%	3%	2%
CCOc1c(Br)cc(CNc2ncn[nH]2)cc1OC	7%	2	13%	0.4%	-9%	-10%	4%	0%	7%	-4%
O=C(c1cc(F)ccc1F)C1CCCN(C(=O)CSc2ccccn2)C1 (stereo not given)	-4%	7	1%	-0.4%	28%	-2%	7%	-14%	4%	-3%
O=C(Cc1ccc(F)cc1)Nc1ccc(S(=O)(=O)N2CCCC2)cc1	x	-8	u	0.0%	-4%	1%	-3%	28%	-10%	-2%
O=S(=O)(NCc1ccccc1Br)c1cccs1	10%	0	0%	0.0%	7%	-1%	-5%	18%	-1%	2%
O=C(CSc1nnc(-c2cc3ccccc3cc2O)n1Cc1ccco1)c1ccc(F)cc1	10%	x	u	0.8%	-51%	-8%	-21%	-19%	29%	-1%
CC(C)CNC(=O)COc1cccc(C(=O)NCc2ccccc2)c1	-1%	-3	2%	-2.9%	-14%	-1%	-4%[46.1 µM]	8%	6%	-3%
CCC1CCCCN1CCCNC(=O)c1ccc2c(c1)NC(=O)CS2 (stereo not given)	22%	3	u	0.2%	-2%	-7%	-4%	7%	2%	-6%
NS(=O)(=O)c1ccc(-n2cccc2C=O)cc1	6%	-4	4%	-0.1%	0%	-6%	-1%	u	2%	-1%
c1cc(-c2n[nH]c(-c3ccncc3)n2)ccn1	x	x	x	x	3%	0%	6%	13%	x	x
CC(C)(C)c1cc(CN2CCN(CCC#N)CC2)cc(C(C)(C)C)c1O	-2%	-1	-27%	-0.1%	1%	-1%	-4%	-49%[inhibitor]	-24%	u
CCCCn1c(N)c(N(CCOC)C(=O)COc2c(C)cccc2C)c(=O)[nH]c1=O	x	1	17%	0.0%	0%	-8%	4%	-2%	3%	-2%
O=C(c1cccs1)N1CCn2c1nc1ccccc12	-2%	-4	u	-0.2%	2.8µM*	-1%	2%	-29%	0%	u
Cc1ccc2nc(C)cc(C(=O)NC3CCCCCC3)c2c1	x	x	0%	-0.4%	-21%	-5%	-3%	u	-16%	-1%
O=[N+]([O-])c1cccc(C=NN=Cc2ccccc2O)c1	x	x	x	x	-24%	-7%	3%	25%	x	x
CN(C)CCSc1nc(-c2ccccc2)nc2c1CCC2	12%	4	-5%	-0.2%	-16%	-3%	1%[46.1 µM]	13%	-3%	-10%
Cc1cc(/C(N)=N/OC(=O)Nc2ccccc2)no1	-6%	x	u	-0.3%	52%	2%	4%	-19%	5%	10%
CCCc1cc(=O)[nH]c(SCC(=O)c2ccc3c(c2)OCCO3)n1	6%	7	3%	-0.4%	-1%	-2%	-25%	-50%[inhibitor]	-4%	4%
COc1ccc(Nc2ccccc2)c(C)c1	0%	3	1%	0.5%	-9%	1%	-1%	3%	-4%	-8%
COCCNC(=O)C(c1ccc(O)cc1)N(C(=O)CCC(=O)Nc1nccs1)c1cccc(C)c1 (stereo not given)	-2%	2	5%	-0.7%	-20%	-2%	5%	-7%	-1%	-2%
CCOC(=O)N/N=C/c1cc(C)n(-c2cccc3ccccc23)c1C	-1%	7	-10%	-0.3%	-19%	-1%	5%[46.1 µM]	-18%	-1%	1%
CNC(=O)COC(=O)c1cccc(S(=O)(=O)N2CCN(c3ccc(F)cc3)CC2)c1	-1%	2	10%	-0.5%	5%	-4%	-4%	-16%	5%	9%
COCCNC(=O)CN(C(=O)CCC(=O)Nc1cc(C)on1)c1ccc(C)cc1C	4%	-4	5%	0.0%	-33%	-4%	-143%	-3%	0%	-1%
CC12CCC3C(CCC4N(CCO)CCC34C)C1CCC2O (stereo not given)	u	2	7%	0.2%	-1%	3%	-2%	4%	6%	-2%
